Source: PubChem BioAssay (Broad Institute)
PglD DTNB – C. jejuni PglD acetyltransferase inhibitors, primary screen, biochemical, DTNB colorimetric, single point; AID 602405, 2012; UDP-N-acetylbacillosamine N-acetyltransferase PglD (Campylobacter jejuni); purified PglD enzyme, DTNB colorimetric CoA detection; 360,000 tested, 0.098% active; inhibition, % at 12.5 µM; in the data active = inhibition above about 16%, passing the limit was not always enough; inconclusive = no clear call, values can overlap the other calls; note: strong numbers were not always called active
CASP6 VEID inh – human caspase-6 inhibitors, primary screen, biochemical, VEID-R110 fluorescence, single point, set 2. 350,000 tested, 0.53% active. inhibition, % at 12.5 µM. purified caspase-6, Z-VEID-R110 cleavage fluorescence. AID 686996, 2013;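 active = mean inhibition across replicates at least about 35%, with every replicate also reaching that limit, limit read from the data; inconclusive = only one of the two criteria met; inactive = neither criterion met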;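 note: 0% = median of neutral control wells and 100% = no fluorescence left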
RAD54 branch – inhibitors of human RAD54 branch migration, primary screen, biochemical, fluorescence, single point | inhibition, % at 10.4 µM | 360,000 tested, 0.14% active | RAD54 Holliday junction branch migration, FAM/BHQ fluorescence | AID 602329, 2012 | DNA repair and recombination protein RAD54-like (Homo sapiens), Q92698;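 active = mean normalized replicate activity at least 40 and at least half of replicates scoring 40 or more; inconclusive = only one of the two criteria met; inactive = mean below 40 and under half of replicates reaching 40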;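 note: 0% = median of neutral control wells and 100% = median of positive control wells; inhibitors cause a drop in the FAM fluorescence signal; in these data hits start at about 50%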
ERp5 block – inhibitors of ERp5-driven insulin aggregation, primary screen, biochemical, turbidity, absorbance 650 nm, single point | Protein disulfide-isomerase A6 (Homo sapiens), Q15084 | 90 min | inhibition, % at 9.99 µM | 350,000 tested, 0.05% active | AID 651711, 2012;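 active = mean replicate inhibition above about 25%, with every replicate also reaching it, limit read from the data, passing the limit was not always enough; inconclusive = only one of those two criteria met; inactive = neither criterion met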
Target sequence (Q15084 whole entry, looked up): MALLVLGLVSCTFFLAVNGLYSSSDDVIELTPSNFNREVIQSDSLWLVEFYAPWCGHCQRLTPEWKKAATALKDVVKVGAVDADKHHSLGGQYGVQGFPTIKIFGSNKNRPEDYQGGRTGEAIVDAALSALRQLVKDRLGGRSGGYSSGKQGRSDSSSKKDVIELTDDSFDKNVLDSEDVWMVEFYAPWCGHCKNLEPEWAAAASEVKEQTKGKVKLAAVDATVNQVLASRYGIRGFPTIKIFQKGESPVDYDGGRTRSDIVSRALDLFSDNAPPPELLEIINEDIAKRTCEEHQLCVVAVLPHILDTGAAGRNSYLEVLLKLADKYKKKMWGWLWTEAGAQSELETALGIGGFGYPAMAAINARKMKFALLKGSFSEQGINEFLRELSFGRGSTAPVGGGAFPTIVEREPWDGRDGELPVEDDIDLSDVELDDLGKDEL
RAD52 anneal inh – RAD52 DNA annealing inhibitors, primary screen, biochemical, FRET, single point, set 2. DNA repair protein RAD52 homolog (Homo sapiens), P43351. recombinant RAD52 DNA annealing, FRET fluorescence. inhibition, % at 18.7 µM. 360,000 tested, 0.46% active. AID 651710, 2012;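 active = every replicate showing at least 50% inhibition; inconclusive = mean inhibition at least 50% but not in every replicate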
ARNT-TACC3 inh – disruptors of ARNT/TACC3 protein interaction, primary screen, biochemical, AlphaScreen, single concentration; Transforming acidic coiled-coil-containing protein 3 (Homo sapiens), Q9Y6A5; AlphaScreen His-ARNT PAS-B/GST-TACC3 binding, luminescence; TACC3 fragment carries E629A point mutation; inhibition, % at 9.99 µM; 390,000 tested, 0.66% active; AID 623870, 2012;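 active = mean inhibition of replicates at least 50% and at least half of replicates each reaching 50%; inconclusive = half or more replicates reach 50% but mean below 50%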;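 note: 0% = complete ARNT plus TACC3 wells and 100% = ARNT alone without TACC3; many hits fall short of the cut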
E-sel inducer – E-selectin induction in HUVECs, primary screen, imaging, HUVEC, immunofluorescence imaging, single point | normalized: neutral wells 0, TNF-alpha wells 100 | activation, % at 7.58 µM | 260,000 tested, 0.37% active;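 active = mean E-selectin-positive cell signal at least 10% of the positive control, reached in at least 60% of replicates, without over 20% cell loss; inconclusive = no rule given, readout overlaps actives, possibly toxicity-flagged; inactive = the rest, including those meeting only one limit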;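 note: in these data hits start at about 27%; measured in HUVEC primary endothelial cells; signal is the percent of cells scored E-selectin positive by PE staining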
Target sequence (P16581 whole entry, looked up): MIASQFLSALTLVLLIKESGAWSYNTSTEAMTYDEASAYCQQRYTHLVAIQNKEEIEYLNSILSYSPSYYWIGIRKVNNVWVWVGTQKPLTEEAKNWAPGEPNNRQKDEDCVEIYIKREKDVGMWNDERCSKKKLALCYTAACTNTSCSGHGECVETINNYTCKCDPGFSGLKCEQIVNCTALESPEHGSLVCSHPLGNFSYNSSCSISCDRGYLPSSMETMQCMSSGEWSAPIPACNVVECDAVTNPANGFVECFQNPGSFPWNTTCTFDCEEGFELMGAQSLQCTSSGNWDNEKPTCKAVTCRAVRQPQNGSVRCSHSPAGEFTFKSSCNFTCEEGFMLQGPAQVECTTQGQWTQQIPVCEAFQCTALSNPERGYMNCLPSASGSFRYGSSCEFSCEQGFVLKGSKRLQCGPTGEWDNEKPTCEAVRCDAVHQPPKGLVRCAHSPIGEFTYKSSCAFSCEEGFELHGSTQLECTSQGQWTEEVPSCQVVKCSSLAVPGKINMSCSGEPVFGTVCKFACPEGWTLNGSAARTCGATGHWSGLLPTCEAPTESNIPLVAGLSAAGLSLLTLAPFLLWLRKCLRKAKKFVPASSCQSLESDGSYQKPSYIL
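assay system = HUVEC, human umbilical vein endothelial cells | input = 3,000 HUVEC seeded per well | medium = EGM-2 growth medium on 0.1% gelatin-coated wells | dosing = one compound dose added by pin transfer | signal = immunofluorescence imaging | read-out basis = % PE-positive cells | control set = TNF-alpha, DMSO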
esBAF inh – Bmi1 luciferase reporter increase in mESCs, primary screen, esBAF inhibitor project, mouse ES cells, Bmi1 luciferase knock-in, single point | reporter increase, % at 12.5 µM | 350,000 tested, 2% active | 24 h; 100% = twice the neutral-well signal; in the data active = activation above about 40%; inconclusive = no clear call, values can overlap the other calls;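 note: 0% = median of the plate's neutral control wells and 100% = double that signal; a rise in the Bmi1 reporter signal indicates esBAF inhibition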
Starred values were filed as active, the others as inactive; ? = inconclusive; nt = no result given.

SMILES | PglD DTNB | CASP6 VEID inh | RAD54 branch | ERp5 block | RAD52 anneal inh | ARNT-TACC3 inh | E-sel inducer | esBAF inh
Cc1cccc(NC(=O)COC(=O)c2ccc(C)c(S(=O)(=O)N3CCCCC3)c2)c1 | 0 | 7 | -11 | -7 | -9 | -2 | nt | -1
CC1(C)CC(=Cc2ccccc2[N+](=O)[O-])C(=O)c2ccccc21 | -5 | 3 | 8 | -10 | -5 | nt | -2.6 | 12
NC(=O)C1CCCN(Cc2ccc3ccccc3c2)C1 (stereo not given) | -2 | -2 | -8 | -1 | 6 | -4 | 0.0 | -10
Cc1ccc(N(C)C(=O)CCS(=O)(=O)c2cc3c(cc2Cl)NC(=O)CO3)cc1 | 1 | 0 | 2 | -2 | -18 | -6 | 0.1 | -2
CCC(C)c1ccccc1N1CC(C(=O)Nc2ccc(N3CCOCC3)cc2)CC1=O (stereo not given) | -2 | 2 | 1 | 8 | -4 | 7 | nt | 9
N#Cc1ccccc1NC(=O)COC(=O)/C=C/c1cn(-c2ccccc2)nc1-c1ccc(Cl)cc1 | -1 | -1 | 10 | 1 | -25 | -3 | -1.2 | -11
O=C(COC(=O)C1CC2C=CC1C2)Nc1ccccc1[N+](=O)[O-] (stereo not given) | 0 | 3 | 4 | 10 | 6 | 6 | 4.8 | 26
Cc1c(C(=O)N(C)c2ccccc2)oc2c1C(O)CC(C)(C)C2 (stereo not given) | 1 | 0 | 3 | 5 | -7 | 2 | ? | 2
NCCCCc1cn(CC(=O)N2CCNCC2)nn1 | 3 | -55 | -12 | 5 | -2 | 9 | 0.1 | -1
CCOC(=O)C1(Cc2cccc(F)c2)CCN(Cc2cnn(CC)c2)CC1 | nt | -1 | nt | 7 | 3 | 1 | nt | nt
Cc1cccc(OCCCn2ccnc2)c1 | 0 | -6 | -8 | 2 | -5 | 1 | nt | 5
CC(C)NC(=O)N(C)C[C@@H]1Oc2cc(-c3ccccc3F)ccc2S(=O)(=O)N([C@@H](C)CO)C[C@H]1C | 0 | 1 | -8 | -5 | 7 | -5 | -0.3 | 3
COc1cc(OC)cc(C(=O)NC(C(=O)NNC(=O)c2ccc(C)cc2)C(C)C)c1 (stereo not given) | 3 | 1 | -1 | 3 | -15 | 2 | nt | 9
O=c1cc(CNC2CCCCC2)c2ccccc2[nH]1 | -3 | nt | -21 | nt | nt | -3 | nt | -9
CCc1nc(SCC(=O)NC2CC2)c2c(C)c(C)sc2n1 | 1 | 5 | 10 | -5 | -7 | 2 | 0.0 | -1
O=C(c1ccccn1)N1CC[C@@H]2[C@@H](CO)Nc3ccc(-c4cccc(F)c4)cc3[C@@H]21 | -3 | nt | -6 | nt | nt | -3 | -0.3 | 4
CC1(C(=O)Nc2cccc(NS(C)(=O)=O)c2)CCN1Cc1ccccc1OC(F)F (stereo not given) | -1 | 0 | -8 | 1 | -15 | nt | -0.2 | -4
O=C(c1ccccc1)N(CCCn1ccnc1)C(c1ccccc1)c1nc2ccccc2[nH]1 (stereo not given) | 2 | -5 | 6 | -2 | -14 | nt | 0.0 | 16
Cc1nc(Cl)cc(CS(=O)(=O)c2ccc(Cl)cc2)n1 | -2 | -3 | -1 | -2 | -10 | -17 | -3.0 | -8
O=C(Cc1ccc(NC(=O)C2CCCN(C(=O)CCc3ccccc3)C2)cc1)Nc1ccc(C(=O)N2CCOCC2)cc1 (stereo not given) | -1 | 5 | 10 | -2 | -3 | 1 | nt | -3
Cc1cc(C)c(S(=O)(=O)NN=C2c3ccccc3[C@H]3Cc4csc[n+]4[C@@H]23)c(C)c1 | nt | 85* | nt | -1 | -28 | nt | 0.5 | nt
Cc1cc(NC(=O)CSCCc2ccncc2)no1 | -4 | 5 | 4 | 1 | -4 | -3 | -0.3 | -8
CCOC(=O)Cc1csc(NC(=O)C(C)(C)CC)n1 | -2 | 3 | 2 | 0 | -12 | -2 | nt | 38
CCOc1ccccc1C(c1c(O)nc(SC)[nH]c1=O)c1c(O)nc(SC)[nH]c1=O | 1 | -1 | -3 | 6 | -11 | nt | 4.5 | nt

Arranged by number of heavy atoms (smallest number first): part of the list above.
SMILES | PglD DTNB | CASP6 VEID inh | RAD54 branch | ERp5 block | RAD52 anneal inh | ARNT-TACC3 inh | E-sel inducer | esBAF inh
CCOC(=O)Cc1csc(NC(=O)C(C)(C)CC)n1 | -2 | 3 | 2 | 0 | -12 | -2 | nt | 38
Cc1cc(C)c(S(=O)(=O)NN=C2c3ccccc3[C@H]3Cc4csc[n+]4[C@@H]23)c(C)c1 | nt | 85* | nt | -1 | -28 | nt | 0.5 | nt
O=C(Cc1ccc(NC(=O)C2CCCN(C(=O)CCc3ccccc3)C2)cc1)Nc1ccc(C(=O)N2CCOCC2)cc1 (stereo not given) | -1 | 5 | 10 | -2 | -3 | 1 | nt | -3

One compound at a time, as listed above.
Entry for CCOc1ccccc1C(c1c(O)nc(SC)[nH]c1=O)c1c(O)nc(SC)[nH]c1=O : PglD DTNB = 1; CASP6 VEID inh = -1; RAD54 branch = -3; ERp5 block = 6; RAD52 anneal inh = -11; ARNT-TACC3 inh = nt; E-sel inducer = 4.5; esBAF inh = nt
Entry for CC1(C(=O)Nc2cccc(NS(C)(=O)=O)c2)CCN1Cc1ccccc1OC(F)F (stereo not given) : PglD DTNB = -1; CASP6 VEID inh = 0; RAD54 branch = -8; ERp5 block = 1; RAD52 anneal inh = -15; ARNT-TACC3 inh = nt; E-sel inducer = -0.2; esBAF inh = -4

Following part:
SMILES | PglD DTNB | CASP6 VEID inh | RAD54 branch | ERp5 block | RAD52 anneal inh | ARNT-TACC3 inh | E-sel inducer | esBAF inh
CN(Cc1ccc(Cl)c(Cl)c1)C(=O)CN1C(=O)NC2(CCCC2)C1=O | -1 | 1 | -5 | 3 | -6 | -6 | -1.4 | 2
CCCCC(=O)NC(c1ccc(Cl)cc1Cl)c1ccc2cccnc2c1O (stereo not given) | 5 | 0 | 1 | 0 | 3 | 28 | nt | -25
CCC(=O)N(CC(=O)Nc1sc(C)c(C)c1C(N)=O)Cc1ccc(F)cc1 | 11 | 0 | 7 | 12 | 7 | nt | -3.0 | nt
CCOc1ccc(Br)cc1S(=O)(=O)Nc1ccc(C(=O)OC(C)C(=O)N(C)c2ccccc2)cc1 (stereo not given) | nt | 2 | nt | 1 | -14 | -4 | -2.5 | nt
CCCCN(C(=O)Cc1ccc(S(=O)(=O)N2CCOCC2)s1)c1c(N)n(CC(C)C)c(=O)[nH]c1=O | nt | 4 | nt | 9 | -18 | 1 | nt | nt
O=C(CS(=O)(=O)c1ccccc1)Nc1nccs1 | 2 | -2 | -4 | -2 | -3 | 29 | nt | -3
O=C(C[C@@H]1C=C[C@@H](NC(=O)Nc2ccc3c(c2)OCO3)[C@@H](CO)O1)NCc1ccc(F)cc1 | 0 | -6 | 0 | 3 | -1 | -8 | -1.7 | -2
O=c1[nH]c2ccccc2n1Cc1ccccc1 | 5 | -3 | 1 | 3 | -3 | 0 | -0.4 | -2
C[C@@H]1CCCCO[C@H](CN(C)S(=O)(=O)c2ccc(Cl)cc2)[C@H](C)CN([C@@H](C)CO)C(=O)c2cc(NC(=O)c3ccncc3)ccc2O1 | -3 | -3 | -1 | -3 | -16 | 0 | nt | 2
OC(Cn1nnc2ccccc21)Cn1c(C(F)(F)F)nc2ccccc21 (stereo not given) | -2 | nt | -15 | nt | nt | -5 | nt | 0
COC(=O)CC1C(=O)NCCN1Cc1cn(-c2ccc(C)cc2)nc1-c1cccc(C)c1 (stereo not given) | 1 | -4 | -4 | -3 | -23 | 5 | 1.6 | 23
Cc1c(C)c(C)c(S(=O)(=O)N2CCNCC2)c(C)c1C | nt | -2 | nt | 5 | -10 | 0 | -0.5 | nt

Copied from the list:
O=c1[nH]c2ccccc2n1Cc1ccccc1 in ARNT-TACC3 inh has 0
C[C@@H]1CCCCO[C@H](CN(C)S(=O)(=O)c2ccc(Cl)cc2)[C@H](C)CN([C@@H](C)CO)C(=O)c2cc(NC(=O)c3ccncc3)ccc2O1 in ERp5 block has -3
CN(Cc1ccc(Cl)c(Cl)c1)C(=O)CN1C(=O)NC2(CCCC2)C1=O in E-sel inducer has -1.4

(continued)
SMILES | PglD DTNB | CASP6 VEID inh | RAD54 branch | ERp5 block | RAD52 anneal inh | ARNT-TACC3 inh | E-sel inducer | esBAF inh
C[C@H](CO)N1C[C@H](C)[C@@H](CN(C)S(=O)(=O)c2cccs2)Oc2ccc(NC(=O)Cc3ccccc3)cc2CC1=O | 2 | -8 | -3 | -1 | -16 | 20 | 0.0 | 4
CN1CC(O)(C(O)C(O)C(O)CO)SC1=S (stereo not given) | -1 | -1 | 5 | 5 | -3 | nt | 0.0 | nt
C[C@H](CO)N1C[C@H](C)[C@@H](CN(C)S(=O)(=O)c2cn(C)cn2)OCCCC[C@H](C)Oc2ccc(NC(=O)Nc3ccccc3)cc2C1=O | 1 | 2 | 0 | 5 | 12 | 0 | 1.0 | 4
COc1ccccc1CNC(=O)Cn1cc2c(n1)CCCC2 | -5 | 1 | -3 | -1 | -14 | -6 | 0.1 | 3
COc1cccc(CNC(=O)c2ccc(OCC(=O)N3CCOCC3)c(OC)c2)c1 | nt | -2 | nt | -4 | -3 | -2 | -0.3 | nt
COc1ccc(NC(=O)N(C)C[C@@H]2Oc3ccc(NS(=O)(=O)c4ccc(F)cc4)cc3CC(=O)N([C@H](C)CO)C[C@@H]2C)cc1 | nt | 2 | nt | 1 | 8 | nt | -0.4 | 2
COc1cc2c(cc1OC)CN(C(=O)c1cc(S(=O)(=O)N3CCOCC3)ccc1C)CC2 | nt | -3 | nt | -9 | -8 | 5 | nt | -4
CN(C)C(=O)c1ccc(-c2ccc3c(c2)[C@@H]2[C@@H](CCN2C(=O)c2ccc(F)cc2)[C@H](CO)N3C)cc1 | 3 | -1 | 9 | 5 | -10 | -11 | 0.3 | 6
COc1ccc(C#Cc2cnc3c(c2)C(=O)N([C@H](C)CO)C[C@@H](C)[C@H](CN(C)CC2CCCC2)O3)cc1 | 12 | 3 | 0 | -3 | 12 | 2 | 1.1 | -7
O=C(NCc1ccco1)C(=O)NCC1OCCN1S(=O)(=O)c1ccc(F)cc1 (stereo not given) | -2 | 2 | 6 | -2 | -17 | -2 | -0.5 | -5
C=CCN1C(=O)c2n[nH]c(COC)c2C1c1cccc(C(F)(F)F)c1 (stereo not given) | nt | -1 | nt | -1 | -1 | nt | 0.1 | nt
O=C(/C=C/c1ccccc1)OCN1C(=O)c2ccccc2C1=O | -4 | 2 | 3 | 0 | -9 | -4 | -0.4 | -6
COc1ccc(NC(=S)N2CCC(NC(=O)c3cccc(F)c3)CC2)cc1 | 0 | 7 | 9 | 0 | -30 | -3 | 0.0 | -6

This is a random part of the collection; any-hit rate near 3.2%.
